AID1053144: Wnt/beta-catenin signaling activators, dose response, cell-based, iPS-derived NPC, luciferase, Wnt3a, cherry-pick (AID 1053144); NPC TCF/LEF luciferase reporter, Wnt3a EC25, 24 h; AC30 in µM for hits, for the others activation, % at the top dose, mostly 26 µM; hit rate 4.8% among 3,400;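 active = fitted curve reaches 30% activation at a concentration no higher than the top valid tested dose, luminescence rising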;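 also: wnt3a stimulus is conditioned medium from Wnt3a-transfected mouse L cells at 5% in well; 0% = neutral control wells and 100% = CHIR-99021 positive control wells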
Starred values were filed as active, the others as inactive. The list is partial (hit frequency here may not be typical).

SMILES	AID1053144
Oc1ccc(-c2nc3ccccc3s2)cc1	6%
O=C(Nc1ccccc1Cl)c1ccc2c(=O)n3c(nc2c1)CCC3	3%
O=C(c1ccccc1)c1ccc(N2CCCC2)cc1	12%
C=CCN1C(=O)S/C(=C\c2ccc(N3CCOCC3)cc2C)C1=O	6%
COCCNCC(=O)N1c2ccccc2Sc2ccccc21	0%
CCOc1ccc(N=C(C)C2=C(O)c3ccccc3C2=O)cc1	11%
Cc1ccc(NC(=O)COc2ccc3c(c2)OCO3)c(Cl)c1	11%
CCc1cc(C(=O)COc2ccc(F)cc2)c(O)cc1O	7%
c1ccc(Nc2nc(-c3ccccn3)cs2)cc1	15%
O=C(COc1ccc(C(=O)c2ccccc2)cc1)NC1CCCCCC1	1%
Oc1ccc(Cl)cc1C=NN1CCCCCC1	6%
COc1ccc(N=C2SC(CC(=O)Nc3ccccc3)C(=O)N2Cc2ccco2)cc1 (centres undefined)	0%
Cc1ccc(-n2ncc3c(Nc4cccc(C(=O)O)c4)ncnc32)cc1	4.8µM*
COc1ccc(S(=O)(=O)N2CCN(CC(O)CN3CCOCC3)CC2)cc1 (centres undefined)	0%
CN(C)c1ccc(C(=O)N2CCN(c3cc(C(F)(F)F)nc4ccccc34)CC2)cc1	20%
O=C(Nc1ccc(-c2nc3cccnc3s2)cc1)c1ccc(Br)o1	1%
Nc1nc(-c2cccc(F)c2)cs1	11%
CC1CCc2sc(C(=O)NCC3CCCO3)cc2C1 (centres undefined)	10%
C/C(=N\NC(=O)c1ccncc1)c1cccc(NC(=O)c2ccc(C(C)(C)C)cc2)c1	16%
COCCN1CCCc2nc(-c3ccc(F)cc3)ccc21	15%
O=C(Oc1c(CN2CCOCC2)cc(Cl)c2cccnc12)c1cccs1	-4%
C=CCn1c(C)cc(C(=O)CSc2nc3ccccc3c(=O)[nH]2)c1C	8%
CCOC(=O)c1c(NC(=O)c2cc(C)oc2C)sc(C(=O)Nc2ccc(Cl)cc2)c1C	6%
CCOc1ccc(NC2c3ccccc3C(=O)N2c2ccc(Cl)cn2)cc1 (centres undefined)	1%
O=C(Nc1ccc(F)cc1)Nc1ccc2c(c1)CCC2	15%
CC(=O)c1sc(NC(=O)C2COc3ccccc3O2)nc1C (centres undefined)	-3%
Cc1ccc(N2C(=O)c3ccc(N)cc3C2=O)cc1	14%
CCOC(=O)c1nnn(CC(=O)NC(=O)Nc2cccc(CC)c2)c1C(=O)OCC	1%
Cc1ccc(NC(=O)c2ccccn2)c(Br)c1	6%
COc1ccccc1/C=C/C(=O)NCCC1=CCCCC1	5%
CC1Oc2ccccc2C=C1/C=N/NC(=O)c1ccccc1 (centres undefined)	7%
CCCCCCOC(=O)c1ccccc1NC(=O)/C=C/C(=O)O	6%
O=C(/C=C/Nc1ccccc1O)c1ccco1	17%
CNC(C)C#Cc1ccc2c(=O)c3ccccc3oc2c1 (centres undefined)	1%
CC(C)Nc1ncnc2c1cnn2-c1ccccc1	4%
O=[N+]([O-])c1ccc(N/N=C/c2ccccc2)c(F)c1	17%

24 of these compounds, set out differently.
| AID1053144 | structure |
| --- | --- |
| 1% | O=C(COc1ccc(C(=O)c2ccccc2)cc1)NC1CCCCCC1 |
| 6% | Oc1ccc(Cl)cc1C=NN1CCCCCC1 |
| 0% | COc1ccc(N=C2SC(CC(=O)Nc3ccccc3)C(=O)N2Cc2ccco2)cc1 (centres undefined) |
| 4.8µM* | Cc1ccc(-n2ncc3c(Nc4cccc(C(=O)O)c4)ncnc32)cc1 |
| 0% | COc1ccc(S(=O)(=O)N2CCN(CC(O)CN3CCOCC3)CC2)cc1 (centres undefined) |
| 20% | CN(C)c1ccc(C(=O)N2CCN(c3cc(C(F)(F)F)nc4ccccc34)CC2)cc1 |
| 1% | O=C(Nc1ccc(-c2nc3cccnc3s2)cc1)c1ccc(Br)o1 |
| 11% | Nc1nc(-c2cccc(F)c2)cs1 |
| 10% | CC1CCc2sc(C(=O)NCC3CCCO3)cc2C1 (centres undefined) |
| 16% | C/C(=N\NC(=O)c1ccncc1)c1cccc(NC(=O)c2ccc(C(C)(C)C)cc2)c1 |
| 15% | COCCN1CCCc2nc(-c3ccc(F)cc3)ccc21 |
| -4% | O=C(Oc1c(CN2CCOCC2)cc(Cl)c2cccnc12)c1cccs1 |
| 8% | C=CCn1c(C)cc(C(=O)CSc2nc3ccccc3c(=O)[nH]2)c1C |
| 6% | CCOC(=O)c1c(NC(=O)c2cc(C)oc2C)sc(C(=O)Nc2ccc(Cl)cc2)c1C |
| 1% | CCOc1ccc(NC2c3ccccc3C(=O)N2c2ccc(Cl)cn2)cc1 (centres undefined) |
| 15% | O=C(Nc1ccc(F)cc1)Nc1ccc2c(c1)CCC2 |
| -3% | CC(=O)c1sc(NC(=O)C2COc3ccccc3O2)nc1C (centres undefined) |
| 14% | Cc1ccc(N2C(=O)c3ccc(N)cc3C2=O)cc1 |
| 1% | CCOC(=O)c1nnn(CC(=O)NC(=O)Nc2cccc(CC)c2)c1C(=O)OCC |
| 6% | Cc1ccc(NC(=O)c2ccccn2)c(Br)c1 |
| 5% | COc1ccccc1/C=C/C(=O)NCCC1=CCCCC1 |
| 7% | CC1Oc2ccccc2C=C1/C=N/NC(=O)c1ccccc1 (centres undefined) |
| 6% | CCCCCCOC(=O)c1ccccc1NC(=O)/C=C/C(=O)O |
| 17% | O=C(/C=C/Nc1ccccc1O)c1ccco1 |

More results.
SMILES	AID1053144
COc1ccc(/C(C)=N/Nc2nncc3ccccc23)cc1	7%
COc1ccc(Nc2nccc(-c3cccc(N)c3)n2)cc1	2%
CN1CCSc2ccc(C(=O)Nc3cc(F)ccc3F)cc21	2.4µM*
Cc1ccc(COc2ccc(/C=N/O)cc2)cc1	6%
O=[N+]([O-])c1cccc(-c2nnc(-c3ccccc3F)o2)c1	8.8µM*
CC(C)CN(CCOc1cccc(N2C(=O)C3=C(CCCC3)C2=O)c1)CC(C)C	3%
Cc1nc(OCC(C)C)c2sc3nc4c(cc3c2n1)COC(C)(C)C4	11%
COc1ccc2c(c1)CCc1c(C(=O)NCC(C)C)noc1-2	9%
Cc1cc(Br)ccc1OCc1nc(-c2cccnc2)no1	6%
Cc1ccnc2nc(C(=O)Nc3nc4ccccc4s3)nn12	5%
O=C(CCNC(=O)c1ccc(Cl)cc1)NC1CCCCCC1	11%
c1cc(-c2cc3cc4c(cc3cn2)OCO4)cs1	13%
COc1ccc(C(C(=O)NC2CCCC2)n2c(C3CCN(C(C)=O)CC3)nc3ccccc32)cc1 (centres undefined)	17%
O=C(NCCOc1ccccc1F)C1CC(=O)N(Cc2ccccc2)C1 (centres undefined)	6%
O=C(O)c1ccc(/C=C(\c2nc3ccccc3[nH]2)c2nc3ccccc3s2)cc1	16µM*
CCc1ccccc1-n1c(SCC(=O)N2CCCC2)nnc1-c1ccccn1	8.5µM*
O=C(CNC(=O)c1ccc(Cl)cc1)NNC(=O)c1ccc(Br)cc1	0%
Cn1cc([N+](=O)[O-])c(C(=O)Nc2ccc(C3CCCCC3)cc2)n1	-2%
O=C(/C=C/C=C/c1ccccc1)c1ccco1	19%
O=C(CNC(=O)c1ccccc1F)c1ccc(Br)cc1	5%
O=c1c2ccccc2oc2cc(C#Cc3ccccn3)ccc12	6%
COC(=O)C[C@H]1C=C[C@@H](NC(=O)C2CC2)[C@@H](CO)O1	2%
Clc1ccc(-n2ncc3c(NCc4ccco4)ncnc32)cc1	8%
CCOC(=O)N1CCN(C(=O)c2cc(COc3c(F)cccc3F)on2)CC1	10%
COc1ccc(NC(=O)COC(=O)CN2C(=O)C3CC=CCC3C2=O)c([N+](=O)[O-])c1 (centres undefined)	14%
CCCCC12CN3CCN(CC(C3)/C1=N\NC(=O)c1ccccc1N)C2	1%
CCC(C)NC(=O)c1ccc2c(Cl)c3c(nc2c1)CCC3 (centres undefined)	11%
CC(=O)Nc1nc(C)c(-c2csc(Nc3ccccn3)n2)s1	14%
COc1ccc2cc(C3=CCCCC3)ncc2c1	7%
COc1ccc(OCc2cc(C(=O)N3CCOCC3)no2)c(Cl)c1	7%
CN(C)c1ccc(N=Cc2nc(-c3ccccc3)oc2OC(=O)c2ccccc2)cc1	15%
O=C(Nc1cccc(-c2ccc(N3CCOCC3)nn2)c1)c1ccc([N+](=O)[O-])cc1	2%
O=C(Nc1ccc(N2CCOCC2)c(Cl)c1)c1ccc(Br)o1	18%
CCCc1cc(C(=O)Nc2cccc(Cl)c2)no1	5%
O=C(CC(Nc1ccc(Cl)cc1)C(=O)O)c1ccccc1 (centres undefined)	0%
O=C(/C=C/c1cnc2ccccc2n1)NC1CCCCCC1	10%
Cc1cccc(-c2nc(C#N)c(NCc3ccco3)o2)c1	9%
O=C(NC(=O)c1ccccc1)Nc1ccccc1	-2%
CC(C)C1COC(c2cccc3ccccc23)=N1 (centres undefined)	4.8µM*
O=c1/c(=C\c2ccc(F)cc2)sc2n1CCCN=2	13µM*
Clc1ccc(-c2nnc(-c3ccco3)o2)cc1	17%
Cc1cccc(-c2noc(-c3ccc(F)cc3)n2)c1	9%
COc1ccccc1CNc1nc2cc(-c3sccc3C)sc2c(=O)n1C	10%
COc1ccccc1Cn1c(/C=C/c2ccccc2)nc2ccccc21	-5%
Cc1cccc(-c2noc(CSc3ccccc3)n2)c1	16%
CCOc1ccc(C(=O)N(CC(=O)Nc2cccc(C)c2C)CC2CCCO2)cc1OC (centres undefined)	5%
O=C1NCCN/C1=C\C(=O)c1ccc(Br)cc1	7%
O=C(Cc1nc2ccccc2[nH]c1=O)c1ccc(Cl)cc1	2%
O=C(COc1cc(Cl)c(Cl)cc1Cl)Nc1cccc(O)c1	3%
CNC(=O)COc1coc(CN2CCN(C(=O)c3ccco3)CC2)cc1=O	5%
COC(=O)C1CCN(S(=O)(=O)c2c(C)n(C)c(=O)n(C)c2=O)CC1	2%
Cc1nc2nc(N)nc(OCc3ccccc3)c2nc1C	11%
CCOC(=O)C1CCN(CCC(=O)Nc2ccc(C)c(C)c2)CC1	8%
Cc1ccc(-n2cc3ccc([N+](=O)[O-])cc3n2)cc1	5%
Nc1ccc(CSc2ccc(Cl)cc2)c(Cl)c1	15%
COc1ccc(S(=O)(=O)N2CCOCC2)cc1NC(=O)c1ccc2c(c1)OCCO2	-1%
CCCn1c(C)cc(C(=O)CN2C(=O)c3ccccc3C2=O)c1C	7%
COc1ccc(-c2csc(N(C)C(=O)c3cccs3)n2)cc1	3%
CC(C)(C)C(=O)CSc1nc2ccccc2o1	13%
[O-][n+]1c2ccccc2c2n1CCN1CCOC21c1ccc(Cl)cc1 (centres undefined)	10%
Other results follow.
SMILES	AID1053144
Cc1cc(C(=O)CSc2ncccn2)c(C)n1-c1cccc(F)c1	10%
Cc1ccc(CONC(=O)c2ccc(C)cc2)cc1	8%
O=C(c1cccs1)c1coc2ccc(O)cc12	15µM*
COCCNC(=O)c1cc2sc3ccccc3c2s1	9%
O=C(Nc1ccc2sccc2c1)c1ccc(Cl)s1	11%
Cc1cc(/C=C2/NC(=O)N(c3ccccc3)C2=O)c(C)n1-c1cccnc1	9%
Nc1c(C(=O)N2CCCC2)sc2nc(-c3ccccc3)ccc12	10%
O=C(Nc1nc2ccccc2s1)NC1CCCCC1	6%
CCC(=O)Nc1ccccc1C(=O)OCC(=O)c1ccc2ccccc2c1	13%
COc1ccc(NC(=O)Nc2ccc3nonc3c2)cc1	4%
O=C(NCC(c1ccco1)N1CCCC1)c1cc(=O)[nH]c2ccccc12 (centres undefined)	1%
O=S(=O)(c1cccs1)N1CCN(Cc2nc3ccccc3s2)CC1	9%
O=C(Cc1ccc(Cl)cc1)c1ccccc1	12%
CCCCNC(=O)C1(C)CCCCN1C(=O)c1cccs1 (centres undefined)	8%
COc1cccc(NC(=O)CC(=O)c2ccccc2)c1	10%
CCc1sc(C(=O)N2CCc3ccccc32)cc1C	4%
O=C(c1cc2ccccc2[nH]1)N1CCOCC1	8%
Cc1ccc(C(=O)Nc2ccc(C(F)(F)F)n(C)c2=O)cc1	9%
N/C(=N\OC(=O)c1cccs1)c1ccc(Cl)cc1	11%
Cc1nc2ccccc2n1CC(O)COc1ccccc1Cl (centres undefined)	0%
Cc1ccc(-c2cc(C(=O)Nc3cccnc3)[nH]n2)c(O)c1C	6%
O=C(COc1ccccc1F)Nc1ccc2c(c1)CCC2	6%
CCCc1cc(C(=O)Nc2cccc(C(C)=O)c2)no1	10µM*
O=c1sc2ccccc2n1CCCOc1ccccc1	15%
Cc1ccc(NC(=O)Nc2ccc3oc(C)nc3c2)cc1	12%
CC1Sc2ccc(C(=O)Nc3ccccc3OC(F)F)cc2NC1=O (centres undefined)	12%
O=S(=O)(c1ccc(Cl)cc1)N1CCN(Cc2ccc(O)c3ncccc23)CC1	-4%
c1ccc(N2CCN(c3nc4cc5c(cc4s3)OCO5)CC2)cc1	3%
Oc1ccc(-c2nnc(-c3ccc(O)cc3)nn2)cc1	0%
Cc1cc(Cl)ccc1OCc1nnc(-c2ccccc2C)o1	9%
N#Cc1ccc(C(=O)N2CCCCC2c2cc(C(=O)Nc3cccc(C#N)c3)no2)cc1 (centres undefined)	4%
Cc1ccc(NC(=O)C(=O)NCCCN2CCCC2=O)cc1	6%
Cc1ccnc(SCC(=O)c2cccs2)n1	6%
O=C(CCl)N(O)c1ccc(C=Cc2ccccc2)cc1	-6%
CCOC(=O)c1csc(Nc2nc3ccc(F)cc3s2)n1	6%
COc1ccc(-c2nnc3c4ccccc4c(C)nn23)cc1	17%
Cc1ccc(C(=O)NCCC(=O)N2CCOCC2)cc1	7%
COc1cccc(-c2nc(-c3ccccn3)no2)c1OC	9%
Brc1ccc(-c2cn3c(n2)SCC3)cc1	7%
